Screens: PubChem BioAssay, National Center for Advancing Translational Sciences (NCATS)
Nrf2 ARE act = activates Nrf2 signaling | Potency, µM (highest dose often 46.1 µM), without a hit: at the top dose activation, most hits filed as activators | AID 624171 | AREc32 ARE-luciferase reporter (MCF7-derived line), luminescence, 24 h | actives 0.31% (n = 410,000); further: potency means the concentration at half of the fitted maximal effect; % of control where 0% means no effect; nearly all actives have a fitted effect of over 65% in size
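Quantitative high-throughput format: AREc32 reporter cells, 1000 per well, received compound by pin transfer and were incubated 24 hr at 37 deg C, 5% CO2, before Steady-Glo luminescence detection.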
HepG2 tox = HepG2 cytotoxicity, counter-screen for TGF-b inhibitors | actives 0.76% (n = 410,000) | AID 588856 | HepG2 CAGA-GFP viability, ATP luminescence, 18 h | Potency, µM (titrated, usually from 46.1 µM), inactives show top-dose activity change, negative = cytotoxicity, hits mostly cytotoxic; further: potency means the concentration at half of the fitted maximal effect; some results filed as inactive show a strong effect at the top dose
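CellTiter-Glo luminescence gave cytotoxicity after 18 hours at 37 degrees C. The cells were HepG2 CAGA-GFP in 1% FBS DMEM, stimulated with 500 pg/mL TGF-beta after compound addition. %Activity was normalised to no-cell wells (complete cell-killing) and DMSO (no toxicity), and curves were fitted and classified.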
ATXN viability = cell viability loss in ATXN counter-screen. S2 cells (HEK-293 line with an ATXN2-luciferase reporter) viability, CellTiter-Fluor protease fluorescence, 24 h. Potency, µM (highest dose often 56.7 µM), hits mostly cytotoxic. actives 0.49% (n = 400,000). AID 651635; further: potency means the concentration at half of the fitted maximal effect; nearly all actives have a fitted effect of over 40% in size
TGFb inhibitor = inhibitors of TGF-b signaling; HepG2 CAGA-GFP TGF-b/SMAD3 reporter, GFP fluorescence, 18 h; TGF-beta stimulated, 500 pg/mL final; AID 588855; Potency, µM (top dose mostly 46.1 µM), for the others: top-dose activity, negative = inhibition, most hits filed as inhibitors; actives 1.2% (n = 410,000); further: potency means the concentration at half of the fitted maximal effect; on the % scale 0 is the no-effect control and ±100 the full control effect; nearly all actives have a fitted effect of over 65% in size
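Using HEPG2 CAGA-GFP reporter cells at 1000 cells/well, we pinned test compounds, stimulated with recombinant TGF-beta (500 pg/mL final) and measured total well GFP after 18 h.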
IL-1B inflam inh = blocks inflammasome-driven IL-1 beta release. THP-1 LPS/ATP IL-1B secretion, AlphaLISA, 16 h; active compounds read low. activity change, % at 57.5 µM. actives 4.7% (n = 360,000). AID 743279; in the data active means activity change below about -50%; inconclusive means mostly about -30% to -49%; further: on the % scale 0 is the no-effect control and ±100 the full control effect
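THP-1 cells pretreated 1 hr with compounds (up to 57.5 uM final), then stimulated with LPS (250 ng/mL final) plus ATP (1.25 mM final); secreted IL-1B measured by AlphaLISA after 16 hr, decreased signal indicating inhibition.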
Nrf2 inh = Nrf2 pathway inhibition. A549 ARE-Fluc reporter, luciferase luminescence, 18-24 h. Potency, µM (series often up to 46 µM), inactives show top-dose activity change, negative = inhibition, usual class: inhibitors. actives 2.1% (n = 360,000); further: potency means the concentration at half of the fitted maximal effect; on the % scale 0 is the no-effect control and ±100 the full control effect; nearly all actives have a fitted effect of over 60% in size
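A549 ARE_Fluc cells (5000/well, 5% FBS OPTI-MEM) pre-incubated 2 h, then treated with compounds 18-24 h at 37C/5% CO2 in concentration-response. CellTiter-Fluor viability read first; BugLite luciferase luminescence after 15 min at room temperature gives Nrf2 activity.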
A549 tox = counter-screen for Nrf2 inhibitors: cytotoxicity in A549 cells; A549 ARE-Fluc cells, CellTiter-Fluor viability, 18-24 h; Potency, µM (highest dose often 46 µM), without a hit: top-dose activity change, negative = cytotoxicity, usual class: inhibitors; actives 0.16% (n = 390,000); further: potency means the concentration at half of the fitted maximal effect; on the % scale 0 is the no-effect control and ±100 the full control effect
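A549 ARE_Fluc cells in 5% FBS OPTI-MEM were exposed to compounds in concentration-response for 18-24 h at 37 deg C. Viability was read by CellTiter-Fluor fluorescence (Ex 405/Em 525) after 30 min, before the luciferase read.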
ATXN2 expr inh = ATXN2 expression inhibition. actives 0.72% (n = 360,000). Potency, µM (series often up to 57 µM), without a hit: at the highest dose activity change, negative = inhibition, usual class: inhibitors. HEK-293 ATXN2-luciferase reporter, luminescence, 24 h. AID 1745845; further: potency means the concentration at half of the fitted maximal effect; on the % scale 0 is the no-effect control and ±100 the full control effect; nearly all actives have a fitted effect of over 55% in size
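ATXN2-luciferase reporter cells (luciferase flanked by upstream and downstream ATXN2 gene portions) were treated 24 h at 37 °C with compounds at up to 57 uM. SteadyGlo luminescence gave expression; GF-AFC fluorescence gave viability.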
MCF10A rereplic = inducers of DNA re-replication in MCF 10A breast cells | MCF 10A DNA re-replication, Hoechst nuclear intensity, 48 h | Potency, µM (highest dose often 46.1 µM), for the others: at the highest dose activity, positive = re-replication, hits mostly activators | actives 2.9% (n = 350,000) | AID 624296; further: potency means the concentration at half of the fitted maximal effect; % of control where 0% means no effect; nearly all actives have a fitted effect of over 50% in size
Starred values were filed as active, the others as inactive; i = inactive; u = inconclusive; x = no result given; [ ] = another dose, or the depositor's remark. Unless noted, the call rests on the fitted dose curve; in most records, active means well fitted curve in the direction sought with a large enough effect; inconclusive means small, poorly fitted or top-dose-only effect, or another doubt; inactive means no such curve, though single readings can be large; an effect the other way counts as inactive or inconclusive.

SMILES	Nrf2 ARE act	HepG2 tox	ATXN viability	TGFb inhibitor	IL-1B inflam inh	Nrf2 inh	A549 tox	ATXN2 expr inh	MCF10A rereplic
COc1ccc(CNC(=O)c2ccc(N3CCC4(CC3)CC(c3ccc(Cl)cc3)=NO4)c(NC(=O)Cc3ccc(F)cc3)c2)cc1	0.2%	-11%	i	-11%	32	-4%	-5%	9%	11%
CC(C)Oc1ccc(C(=O)N2CCCCC2CCN2CCCCC2)cc1 (stereo not given)	0.5%	-1%	x	0%	x	14%	8%	x	x
COc1ccc(OC)c(NC(=O)CSc2nncc3ccc(OC)c(OC)c23)c1	4.7%	6%	i	-4%	12	-8%	6%	5%	u
CC(C)[C@@H]1Cc2[nH]c(=S)[nH]c(=O)c2[C@H](C)O1	-0.4%	x	u	x	3	x	x	8%	x
N#Cc1nc(-c2ccc(COc3ccccc3)o2)oc1N1CCCCC1	-0.9%	-19%	i	2%	x	-25%	-1%	3%	x
CCCCCOC(=O)c1ccc(NC(=O)c2ccco2)cc1	4.3%	-11%	i	u	0	-2%	-2%	8%	u
Cc1nc(Cl)c(C(=O)NCCc2ccccc2)c(C)c1[N+](=O)[O-]	-0.8%	-2%	i	-7%	3	-10%	0%	-1%	6%
O=C(NC1CCCc2c1cnn2-c1ccccc1F)c1ccccn1 (stereo not given)	3.3%	-34%	i	0%	0	u	0%	x	-3%
O=S(=O)(c1cccc(F)c1)N1CCC(Oc2ccc(-n3cnnn3)cc2)CC1	-0.5%	1%	x	0%	x	u	u	x	x
C=C(c1cccc2ccccc12)P(=O)(O)O	-0.5%	-15%	i	16%	-15	x	18%	21%	3%
COc1cccc(NC(=S)N(CCCN2CCCC2)Cc2cccn2Cc2ccc(Cl)cc2)c1	9.8%	-178%	u	u	u	0%	0%	u	12%
Cc1cc(N2CCOCC2)nc(SCC(=O)OCc2ccccc2)n1	0.0%	-1%	i	-12%	13	3%	3%	-4%	3%
CCc1ccc(C(C)NC(=O)C2CCCO2)cc1 (stereo not given)	-0.4%	-4%	i	-13%	5	-2%	6%	3%	14%
N#CCCn1cc(C(=O)Nc2cccc(C(=O)O)c2)c(-c2ccc(Cl)cc2)n1	1.2%	-13%	i	5%	0	1%	0%	-17%	4%
COC(=O)c1c(-c2ccc(C)cc2)csc1NC(=O)Cc1ccc(OC)c(OC)c1	-0.4%	3%	i	u	-21	18µM*	-2%	-26%	u
Cc1cc2oc(=O)c3c(c2cc1OCc1nn[nH]n1)CCCC3	0.4%	-11%	i	13%	0	21%	7%	5%	8%
COC(=O)c1cccc(Cn2c(Cl)c(/C=N/NC(=O)c3ccco3)sc2=O)c1	u	-11%	i	2%	u	u	-6%	-27%	u
Cc1cc(S(=O)(=O)Nc2ccc(C(=O)NCC(C)(C)N3CCOCC3)cc2)ccc1F	-0.6%	-3%	i	12%	15	-18%	5%	1%	-36%[inhibitor]
CC(C)(C)OC(=O)N1CCC(c2c(C(=O)N3CCCCC3)cnn2-c2ccc(F)cc2F)CC1	1.5%	4%	x	u	x	u	0%	x	x
Cc1ccc2oc(C(=O)Nc3cccc(-c4nc5ccccc5s4)c3)c(C)c2c1	4.5%	-1%	i	0%	x	u	-2%	41%[activator]	x
Cc1c(Br)c([N+](=O)[O-])nn1CC(=O)Nc1ccc(Cc2ccncc2)cc1	-0.7%	-32%	i	-25%	-12	18µM*	u	u	11%
COc1cccc(CC(=O)N2CCN(c3ccccc3[N+](=O)[O-])CC2)c1	0.7%	-28%	i	-1%	21	-7%	-3%	-7%	0%
CC1(C(=O)NCC2CC2)Cc2c(-c3ccccc3)ccnc2O1 (stereo not given)	0.5%[9.22 µM]	-14%	i	18%	45	x	x	-8%	x
Cc1ccc(C(=O)OCCc2c(C)[nH]n(-c3ccccc3)c2=O)cc1	3.2%	2%	i	-12%	12	1%	-3%	-11%	10%
CN1CCN(S(=O)(=O)c2cccc(C(=O)NC3CCCc4ccccc43)c2)CC1 (stereo not given)	-0.6%	-5%	i	4%	-11	21%	0%	2%	0%
Cc1ccc(NC(=O)CN2CCc3ccccc3C2)cc1	0.0%	-16%	i	-8%	8	4%	4%	29%	1%
C=CCN1C(=O)CN=C1Nc1cc(C)ccc1C	0.2%	4%	i	14%	22	10%	4%	5%	2%
Cc1cccc(NC(=O)CSc2nnc(CNC(=O)c3ccc(S(=O)(=O)N(C)C)cc3)n2-c2ccccc2)c1	-0.4%	7%	i	7%	7	-20%	-7%	-16%	-1%
Nc1ccc2nc(-c3ccc(O)cc3)sc2c1	-1.2%	-46%	i	10%	x	u	17%	0%	x
CNC(=O)/C(C#N)=C/c1c(N2CCN(C)CC2)nc2c(C)cccn2c1=O	-0.1%	-1%	i	-4%	0	-4%	-10%	-13%	-4%
COCC[N+]1(C)CCCCC1	-0.4%	-13%	i	-4%	1	-4%	2%	-8%	-1%
CN(C)c1ccc(-c2ccnc3c2CC(C)(C(=O)Nc2cccc(C(F)(F)F)c2)O3)cc1 (stereo not given)	-1.1%[9.22 µM]	-23%	i	u	-18	x	x	3%	x
Cc1ccc(S(=O)(=O)Nc2cc(C)cn(Cc3ccc(F)cc3)c2=O)cc1	5.0%	-3%	i	-4%	5	u	-2%	-30%	3%
COC(=O)c1ccc2c(c1C(=O)OC)CN(S(=O)(=O)C(C)(C)C)[C@H]2CCO	2.5%	-6%	i	-15%	5	10%	0%	6%	-30%
O=C(NCCCN1CCOCC1)c1ccccc1NS(=O)(=O)c1cc([N+](=O)[O-])ccc1Cl	6.2%	-1%	i	4%	0	-4%	2%	3%	0%
CCN(CC)C(=O)c1sc(NC(=O)C(C)Sc2nc(-c3ccccc3)cc(C(F)(F)F)n2)c(C(=O)OC)c1C (stereo not given)	5.1%	-25%	x	0%	x	u	-12%	x	x
O=C1CCC/C=C\C[C@@H](CC(=O)N(CCO)Cc2ccccc2)C(=O)NCCO1	-0.3%	-18%	i	4%	37	-14%	10%	10%	0%
Cc1ccccc1CN(C)C(C)C(=O)Nc1ccccc1F (stereo not given)	-0.1%	-41%	i	u	0	x	2%	-24%	4%
CCc1cccc(NC(=O)c2cc(-c3ccccc3)n[nH]2)c1	5.9%	-12%	x	x	x	u	3%	x	x
COc1cc2ccccc2cc1C(=O)N1CCN(c2nc3c(F)cccc3s2)CC1	-0.1%	16%	x	19%	x	x	-3%	x	x
CCOC(=O)C1CN(Cc2ccccc2)C(=O)C1=O (stereo not given)	-0.5%	0%	i	30%	5	3%	0%	-2%	0%
C[C@@H]1CN([C@H](C)CO)S(=O)(=O)c2ccc(Br)cc2O[C@H]1CN(C)C(=O)Nc1cccc(F)c1	0.6%	-18%	i	-13%	-29	x	x	-7%	x
Cc1[nH]cnc1C(=O)N/N=C/c1c(Cl)cccc1Cl	0.0%	-125%	i	10%	-1	u	-4%	11%	4%
O=C(/C=C/c1ccc(Cl)cc1)N(Cc1ccccc1)C1CCS(=O)(=O)C1 (stereo not given)	2.7%	-10%	i	u	-67*	13%	7%	5%	17%
O=C1CC(C(F)(F)C(F)(F)C(F)(F)C(F)(F)F)=Nc2ccccc2N1	3.5%	-5%	i	7%	14	-12%	1%	-8%	-3%
Cc1cccc(NS(=O)(=O)c2ccc(C)c(C(=O)NCc3ccccn3)c2)c1	-0.8%	0%	i	-12%	0	-24%	3%	-10%	u
Cc1ccc(C(=O)CSC2=NC(N)=C(C#N)C3(CCCCC3)C2C(N)=O)cc1 (stereo not given)	4.3%	-29%	x	-9%	u	u	-8%	x	13%
CC(CN1CCN(C)CC1)OC(=O)c1ccc(Cl)cc1 (stereo not given)	2.1%	-29%	i	22%	-84*	u	4%	2%	u
C/C(=N\NC(=O)CN(c1ccccc1Br)S(C)(=O)=O)c1ccc2c(c1)OCCO2	-0.9%	3%	i	-1%	u	-30%	-6%	-13%	10%
Cc1oncc1-c1csc(-c2ccccc2Cl)n1	12%	-36%	i	-24%	-24	u	u	22%	-4%
Oc1ccccc1-c1nc2cnccn2c1Nc1ccc(Cl)cc1	-0.1%	-106%	u	6.3µM*	x	2%[9.27 µM]	-6%	u	x
CC(C)C(NC(=O)C(c1ccccc1)c1ccccc1)c1nc2ccccc2[nH]1 (stereo not given)	0.0%	1%	u	1%	-18	u	-9%	-13%	-1%
CNC(=O)COC(=O)c1c2c(nc3ccccc13)CCC2	-0.3%	1%	x	20%	20	5%	6%	x	-1%
Cc1nc2c3cnn(-c4ccc(C)c(C)c4)c3ncn2n1	0.6%	19%	i	16%	-14	u	10%	0%	9%
COc1ccc(OCCNC(=O)/C=C/c2ccccc2)cc1	-0.6%	-14%	i	-9%	76	-4%	5%	-15%	4%
Cc1c(C(=O)NCCSCc2ccccc2)cccc1[N+](=O)[O-]	0.5%	-4%	i	3%	-57*	u	8%	-11%[11.3 µM]	11%

Arranged by SMILES length (smallest number first): some entries from above.
SMILES	Nrf2 ARE act	HepG2 tox	ATXN viability	TGFb inhibitor	IL-1B inflam inh	Nrf2 inh	A549 tox	ATXN2 expr inh	MCF10A rereplic
Cc1oncc1-c1csc(-c2ccccc2Cl)n1	12%	-36%	i	-24%	-24	u	u	22%	-4%
CCOC(=O)C1CN(Cc2ccccc2)C(=O)C1=O (stereo not given)	-0.5%	0%	i	30%	5	3%	0%	-2%	0%
COc1ccc(OCCNC(=O)/C=C/c2ccccc2)cc1	-0.6%	-14%	i	-9%	76	-4%	5%	-15%	4%
CNC(=O)COC(=O)c1c2c(nc3ccccc13)CCC2	-0.3%	1%	x	20%	20	5%	6%	x	-1%

Compounds were not picked by outcome. Share with any hit: about 8.8%.
